Screening results as filed in PubChem BioAssay.
Sm TGR inh = S. mansoni TGR enzyme inhibition. 3% of 360,000 active. Q962Y6. purified TGR, DTNB reduction, TNB absorbance 405 nm. Potency, µM (doses to about 114 µM), without a hit: at the highest dose activity change, negative = inhibition, actives largely listed as inhibitors; further: nearly all actives have a fitted effect of over 60% in size
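Kinetic colorimetric format: TGR-catalysed, NADPH-driven DTNB reduction monitored via TNB absorbance. Enzyme dispensed at 20 nM; compound exposure 15 min at room temperature before reaction start.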
TbPYK inhibitor = T. brucei pyruvate kinase inhibition. TbPYK enzyme, Kinase-Glo Plus ATP luminescence, 45 min. Potency, µM (doses to about 76.8 µM), for the others: at the highest dose activity, negative = inhibition, actives largely listed as inhibitors. 0.12% of 410,000 active. AID 624173; further: nearly all actives have a fitted effect of over 50% in size
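Luminescent Kinase-Glo Plus end-point after 45 min room-temperature reaction of T. brucei pyruvate kinase started with 130 uM ADP (final). Buffer TEA 50 mM pH 7.2 with KCl, MgCl2, BSA, Tween-20; titration-based qHTS with fitted concentration-effect curves.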
* marks the source's active call; other numbers are inactive results; ? = inconclusive; [ ] = dose if it differs, or a comment. The call rests on the fitted dose curve; in most records, active means well fitted curve in the direction sought with a large enough effect; inconclusive means small, poorly fitted or top-dose-only effect, or another doubt; inactive means no such curve, though single readings can be large; an effect the other way counts as inactive or inconclusive. On the % scale 0 is the no-effect control and ±100 the full control effect; potency means the concentration at half of the fitted maximal effect.

The first five entries, ahead of the listing:
canonical_smiles,Sm TGR inh,TbPYK inhibitor
CC(C)(C)OC(=O)N1CCC(c2c(C(=O)N3CCc4ccccc4C3)cnn2-c2ccc(Cl)cc2)CC1,-1%,1%[15.4 µM]
Cc1nc(N2CCOCC2)c2c(C(=O)N(C)Cc3ccccc3)c(C)oc2n1,11%,3%
Cc1ccc2nc(NC(=O)CSc3nccn3-c3ccc(Cl)cc3)sc2c1,8%,-10%
Cc1cccc(CNC(=O)c2ccc3c(c2)N(C)C(=O)C2CCCCN32)c1 (stereo unspecified),-28%,4%
O=c1c2ccccc2nc(/C=C/c2ccccc2O)n1-c1ccc(Br)cc1,0%,2%

All compounds of this part, from the start:
canonical_smiles,Sm TGR inh,TbPYK inhibitor
CC(C)(C)OC(=O)N1CCC(c2c(C(=O)N3CCc4ccccc4C3)cnn2-c2ccc(Cl)cc2)CC1,-1%,1%[15.4 µM]
Cc1nc(N2CCOCC2)c2c(C(=O)N(C)Cc3ccccc3)c(C)oc2n1,11%,3%
Cc1ccc2nc(NC(=O)CSc3nccn3-c3ccc(Cl)cc3)sc2c1,8%,-10%
Cc1cccc(CNC(=O)c2ccc3c(c2)N(C)C(=O)C2CCCCN32)c1 (stereo unspecified),-28%,4%
O=c1c2ccccc2nc(/C=C/c2ccccc2O)n1-c1ccc(Br)cc1,0%,2%
Cc1ccc2oc3c(c(=O)c2c1)C(c1cccc(O)c1)N(CCCN1CCOCC1)C3=O (stereo unspecified),1%,3%
Cc1cc(N2CCC(C)CC2)nc2ccc(NC(=O)CCC(=O)N3CCN(c4cccc(C(F)(F)F)c4)CC3)cc12,0%,-11%
CSCCC(NS(=O)(=O)c1ccc2c(c1)oc(=O)n2C)C(=O)NCc1ccc(F)cc1 (stereo unspecified),-3%,2%
COc1ccc(-n2c(SCC(=O)Nc3ccc4c(c3)OCO4)nc3c([nH]c4ccccc43)c2=O)cc1,5%,-7%
O=C(Nc1ccccc1C(=O)OCc1cc(=O)n2c3c(sc2n1)CCCC3)c1ccc(F)cc1,3%,4%
CCS(=O)(=O)N1CCc2cc(C(=O)NCc3ccc(C)cc3)ccc21,0%,-4%
Nc1nonc1-c1nc2ccccc2n1CC(=O)Nc1cccc(Cl)c1Cl,3%,-8%
COc1cccc(NC(=O)/C(C#N)=C/c2c(C)n(Cc3ccccc3)c3ccccc23)c1,4%,-2%
COc1ccc(S(=O)(=O)c2c(Nc3ccccc3F)sc(C(=O)c3cccc(OC)c3)c2N)cc1,-1%,3%
COc1ccc2[nH]cc(CCN=C(NC(=O)c3cccc(Cl)c3)Nc3nc(C)cc(C)n3)c2c1,0%,-1%
Cc1ccc(NC(=O)N2CCN3CCCCC3C2)cc1C (stereo unspecified),3%,1%
CCOc1ccc(CCNC(=O)CSc2nnnn2-c2ccc(C)cc2C)cc1OCC,-1%,-3%
Fc1cccc(-c2nnn3c2nc(NCc2ccc4c(c2)OCO4)c2ccccc23)c1,-6%,-2%
COc1ccc(CCNC(=O)CCCCn2c(=O)c3ccccc3n(Cc3ccccc3C)c2=O)cc1OC,4%,-3%
CC(C)NC(=O)C1CCC(Cn2c(=O)c3sccc3n(CC(=O)Nc3ccccc3)c2=O)CC1 (stereo unspecified),3%,1%
Cc1ccccc1-c1nc(CS(=O)(=O)CC(=O)Nc2c(C)cccc2C)c(C)o1,?,4%
CCOC(=O)N1CCc2c(sc3c2c(=O)n(-c2ccccc2C(F)(F)F)c(=O)n3Cc2ccccc2C)C1,-6%,5%
COc1ccc(-c2nc3scc(CCNS(=O)(=O)c4c(C)cc(C)cc4C)n3n2)cc1OC,4%,-2%
CC(C)(C)c1ccc(C(=O)N2CCC(c3nc4ccccc4o3)CC2)cc1,1%,3%
CC(C)OCCCNC(=O)c1c2c(nc3ccccc13)C(=O)N(C1CCCCC1)C2,1%,0%

The last two records of the part above are carried over, then new ones follow.
canonical_smiles,Sm TGR inh,TbPYK inhibitor
CC(C)(C)c1ccc(C(=O)N2CCC(c3nc4ccccc4o3)CC2)cc1,1%,3%
CC(C)OCCCNC(=O)c1c2c(nc3ccccc13)C(=O)N(C1CCCCC1)C2,1%,0%
COC(=O)c1c(SCC(=O)Nc2cc(OC)cc(OC)c2)[nH]c2ccc(C)cc2c1=O,-7%,1%
Cc1ccc(CNCc2ccccc2Cl)s1,4%,2%
CCCCN(CCCC)c1ncnc2c1cnn2-c1cccc(C)c1,7%,4%
COc1cc(C2CC(=O)Nc3ccc4ccccc4c32)ccc1OC(=O)C(C)C (stereo unspecified),-3%,-2%
CCOC(=O)c1c(C)oc2ccc(N(C(=O)c3ccncc3)S(=O)(=O)c3ccc(F)cc3)cc12,-19%,-2%
CCc1ccc(-n2nnc(-c3nsc(NC(=O)c4ccccc4Cl)n3)c2C)cc1,4%,5%
O=C(Nc1cccc(Cl)c1)c1ccc(F)c(S(=O)(=O)N2CCC3(CC2)OCCO3)c1,10%,2%[15.4 µM]
CCOC(=O)N1CCC(NC(=O)c2ccc3c(c2)N(Cc2cc(C)ccc2C)C(=O)c2ccccc2S3=O)CC1 (stereo unspecified),8%,-12%
CCC(Oc1ccc(F)cc1)C(=O)Nc1c(C(=O)c2ccc(C)cc2)oc2ccccc12 (stereo unspecified),12%,-1%
CCN(CC)c1ccc(-c2nc(-c3ccccc3C)no2)cc1[N+](=O)[O-],-1%,4%
Cc1ccsc1CN(C(=O)c1oc2ccc(Br)cc2c1C)C1CCS(=O)(=O)C1 (stereo unspecified),18%,1%
Cc1cc(C)cc(NC(=O)CSc2nccn2-c2ccccc2)c1,5%,2%
COc1cc(Br)ccc1C1C(C(=O)Nc2ccc(C)cc2C)=C(C)Nc2nnnn21 (stereo unspecified),4%,-5%
O=C(CSc1nnc(-c2ccccc2F)o1)Nc1cccc(C(F)(F)F)c1,2%,-1%
CC(=O)N1CCCC1c1nc2ccccc2n1Cc1ccccc1 (stereo unspecified),-3%,1%
Cc1cccc(OCc2cc(=O)n3c(-c4ccccc4)csc3n2)c1C,1%,4%
C#CCSc1nc2sc3c(c2c(=O)n1-c1cccc(OC)c1)CCN(C(C)=O)C3,-7%,-1%
CC1Cc2cc(S(=O)(=O)CCC(=O)Nc3ccc(F)cc3)ccc2N1C(=O)C1CC1 (stereo unspecified),0%,-1%
CCOC(=O)Cn1c(=O)n(C2CCCCC2)c2nc(-c3ccc(OC)cc3)nc(C(N)=O)c21,1%,6%
CCOC(=O)Cn1c(=O)oc2cc(S(=O)(=O)Nc3ccccc3F)ccc21,7%,-1%
CCOC(=O)CC(NC(=O)CCc1c(C)nc2c(c(C)nn2-c2ccc(C)c(C)c2)c1C)c1ccc(C)cc1 (stereo unspecified),-14%,-13%
CCc1nn2c(=O)cc(COC(=O)C(c3ccccc3)c3ccccc3)nc2s1,9%,-20%
Cc1ccc2c(c1)N(CC(=O)NCCc1ccccc1)C(=O)CO2,1%,1%
CCn1c(=O)n(-c2ccc(F)c(Cl)c2)c(=O)c2c3c(sc21)CN(C(C)=O)CC3,2%,7%
CC(=O)Nc1ccc(-c2nnc3n(Cc4ccc(C)cc4)c(=O)c4ccccc4n23)cc1,0%,1%

The results go on:
canonical_smiles,Sm TGR inh,TbPYK inhibitor
CCc1ccc(-n2nc(C)c3c(C(=O)N4CCN(c5ccccc5)CC4)cc(C)nc32)cc1,9%,4%
Cc1cc2c(cc1S(=O)(=O)C(C)CC(=O)NC1CCC(C)CC1)OCC(=O)N2 (stereo unspecified),-3%,1%
CCOc1ccccc1C1CC(=O)Oc2c1c(=O)n(C)c1ccccc21 (stereo unspecified),9%,-2%
CC(C)Oc1ccc(C(=O)Nc2c(C(=O)Nc3cccc(F)c3)oc3ccccc23)cc1,-9%,0%
CN(C)CCNC(=O)CN1N=C(c2ccccc2)CCC1=O,-1%,-7%
Cc1ccc(C)c(N2CCN(C(=O)Cn3c(-c4cccs4)cc4ccccc43)CC2)c1,-2%,-9%
CCCC(=O)NCC(c1ccc2c(c1)OCO2)N1CCN(c2ccc(F)cc2)CC1 (stereo unspecified),-2%,0%
CSc1ccc(CNC(=O)Cn2ccc3cc(S(=O)(=O)N4CCCC4)ccc32)cc1,6%,0%
COc1ccc(C)cc1NC(=O)c1ccc(=O)n(Cc2ccccc2)c1,3%,1%
O=C(Nc1ccc(F)c(Cl)c1)C1CCCN1S(=O)(=O)c1ccc(F)cc1 (stereo unspecified),-3%,-10%
Cc1ccc(Cl)cc1N1CCN(CCCNC(=O)c2ccc3nc(N4CCCCC4)sc3c2)CC1,-5%,1%
COc1cccc(NC(=O)c2ccc3nc(Cc4ccccc4)oc3c2)c1,3%,-2%
CCCCc1nn2c(=O)cc(COC(=O)c3ccccc3NC(=O)c3ccccc3OC)nc2s1,9%,2%
Cc1nc(SCC(=O)Nc2nsc(-c3ccc(C(C)(C)C)cc3)n2)c2c3c(sc2n1)CCCC3,-1%,-5%
COc1ccc(NC(=O)c2nc3nc(C)cc(C(F)F)n3n2)c(C)c1,2%,3%
Cc1ccc(CNc2nccn(-c3cc(C)cc(C)c3)c2=O)cc1,8%,-2%
COc1cc(C2C(=O)N(C3CCCCC3)CC(=O)N2C2CCCCC2)ccc1OC(C)C (stereo unspecified),1%,6%
Cc1ccc2occ(CC(=O)N(Cc3ccc(N(C)C)cc3)C3CCS(=O)(=O)C3)c2c1 (stereo unspecified),0%,6%
Cc1ccc(S(=O)(=O)c2cn(Cc3ccccc3F)c3cc4c(cc3c2=O)OCO4)cc1,17%,-5%
CCCCNC(=O)Cn1c(=O)cc(C)c2c(C)nn(-c3cccc(Cl)c3C)c21,?,3%
CC(CCc1ccccc1)NC(=O)Cn1c(=O)nc(-c2ccccc2)c2ccccc21 (stereo unspecified),-2%,0%
COc1ccccc1N1CCN(S(=O)(=O)c2ccc(F)c(C(=O)Nc3ccc(C)c(F)c3)c2)CC1,4%,0%
COc1ccc(-c2cc3ccc(O)c(CN4CCCC(C)C4)c3oc2=O)cc1 (stereo unspecified),1%,-3%
CSc1ccc(CCNC(=O)C(C)n2c(C)c3cnn(-c4ccccc4)c(=O)c3c2C)cc1 (stereo unspecified),1%,-6%
COc1ccc(-n2nc(C(=O)N(C)c3cccc(C(F)(F)F)c3)c3c4ccccc4n(C)c3c2=O)cc1,4%,-12%

(listing goes on)
canonical_smiles,Sm TGR inh,TbPYK inhibitor
CCc1ccc(CNC(=O)Cn2nc(C)n3c(cc4cc(C)ccc43)c2=O)cc1,1%,-5%
COc1cccc(CN2C(=O)c3ccccc3C2C(=O)NCCc2ccccc2)c1 (stereo unspecified),-4%,-4%
CCN(CC)S(=O)(=O)c1ccc2c(c1)N(CC(=O)Nc1cccc(C#N)c1)C(=O)CO2,5%,1%
COc1cccc(-n2c(=O)c3sc4ccccc4c3n(CC(=O)Nc3ccc(F)cc3F)c2=O)c1,-21%,-4%
O=c1c(=O)n(-c2ccccc2)ccn1Cc1cccc(C(F)(F)F)c1,6%,0%
CCOc1ccc(C2C(C(=O)OC)=C(C)NC3=C2C(=O)c2ccccc23)cc1OC (stereo unspecified),-7%,-8%
CCOc1ccc(OCC(=O)NCCS(=O)(=O)N2CCN(c3ccccc3F)CC2)cc1,3%,-2%
CCC(=O)N1CCc2cc(Br)cc(S(=O)(=O)N3CCCC(C(=O)Nc4ccc(C)c(F)c4)C3)c21 (stereo unspecified),-2%,4%
COc1ccc(S(=O)(=O)c2cn(C)c3cc(N4CCCCCC4)c(F)cc3c2=O)cc1,4%,-5%
CCOC(=O)c1ccc(NC(=O)c2cc3sccc3n2Cc2ccc(Cl)cc2)cc1,0%,-1%
CCOC(=O)c1ccc(N2C(=O)c3n[nH]c(-c4cccs4)c3C2c2cccc(F)c2)cc1 (stereo unspecified),-4%,6%
O=c1c(N2CCCCC2)csc2ccc(F)cc12,-10%,1%
Cc1ccc(S(=O)(=O)Nc2ccc3nc(-c4ccc(F)cc4)oc3c2)cc1,10%,5%
COC(=O)c1cc2oc3ccccc3c2n1Cc1cc(C)ccc1C,-2%,-10%
CC(=O)c1cccc(NC(=O)CN2C(=O)CCc3cc(S(=O)(=O)N4CCCCC4)ccc32)c1,-8%,-2%
Cc1ccc(C)c(N2CCN(C(=O)Cc3c(C(=O)O)c(C)cn3C)CC2)c1,-12%,0%
CCOC(=O)c1ccc(NC(=O)C2CCCN(c3ncnc4onc(C)c34)C2)cc1 (stereo unspecified),-1%,2%

An excerpt; the hit share may differ from the screen's.
